CCHF vOTU inh = CCHFV vOTU protease inhibitors, primary screen, biochemical, Pep-AMC substrate, fluorescence; Crimean-Congo hemorrhagic fever virus L polyprotein viral ovarian tumor (vOTU) protease …; inhibition, % at 11.5 µM; AID 651958, 2012; actives 0.55% (n = 370,000); in the data active means inhibition above about 30%; further: 0% = vehicle wells with enzyme and 100% = no enzyme wells
PrPC TRFRET = inhibitors of human cell surface prion protein PrPC, primary screen, cell-based, TR-FRET; Major prion protein (Homo sapiens), P04156; TR-FRET read-out; inhibition, % at 13.8 µM; actives 0.43% (n = 370,000); AID 720596, 2013; in the data active means inhibition above about 24%; further: 0% = median of the test wells and 100% = reference compound wells
Anthrax LF prot = Bacillus anthracis LF protease inhibitors, primary screen, biochemical, multiplex microsphere, MLPCN library; Lethal factor (Bacillus anthracis), P15917; multiplex microsphere protease cleavage assay; inhibition, % at 10 µM; actives 0.12% (n = 360,000); AID 588501, 2011; further: plate controls were buffer without enzyme for full effect and enzyme alone for no effect
Target sequence (P15917 whole entry, looked up): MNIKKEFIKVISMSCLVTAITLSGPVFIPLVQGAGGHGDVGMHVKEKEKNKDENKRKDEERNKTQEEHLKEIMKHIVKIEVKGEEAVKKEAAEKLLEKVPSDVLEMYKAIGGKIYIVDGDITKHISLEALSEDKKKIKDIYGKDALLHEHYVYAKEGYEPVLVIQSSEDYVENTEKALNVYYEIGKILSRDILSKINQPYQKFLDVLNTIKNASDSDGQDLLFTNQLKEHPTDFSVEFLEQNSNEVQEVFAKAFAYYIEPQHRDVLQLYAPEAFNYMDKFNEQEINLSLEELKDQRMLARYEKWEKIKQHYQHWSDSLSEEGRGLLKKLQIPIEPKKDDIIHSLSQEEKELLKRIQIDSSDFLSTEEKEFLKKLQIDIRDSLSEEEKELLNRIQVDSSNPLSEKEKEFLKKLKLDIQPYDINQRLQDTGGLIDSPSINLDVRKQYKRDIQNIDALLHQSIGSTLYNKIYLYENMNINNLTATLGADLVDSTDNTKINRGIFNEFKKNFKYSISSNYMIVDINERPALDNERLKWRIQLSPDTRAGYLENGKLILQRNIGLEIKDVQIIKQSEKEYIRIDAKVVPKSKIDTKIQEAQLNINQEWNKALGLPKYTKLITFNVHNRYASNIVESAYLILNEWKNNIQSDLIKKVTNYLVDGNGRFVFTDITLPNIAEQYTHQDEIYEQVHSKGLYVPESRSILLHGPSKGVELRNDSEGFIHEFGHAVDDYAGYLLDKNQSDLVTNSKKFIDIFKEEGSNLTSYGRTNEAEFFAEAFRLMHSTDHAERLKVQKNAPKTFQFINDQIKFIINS
MazEF act = activators of E. coli MazEF toxin-antitoxin RNase, primary screen, biochemical, fluorescence, uHTS; Endoribonuclease toxin MazF (Escherichia coli (strain K12)), P0AE70; FAM/BHQ RNA-DNA oligo cleavage fluorescence, 5 h; activation, % at 20 µM; actives 0.32% (n = 350,000); in the data active means activation above about 50%
Target sequence (P0AE70 whole entry, looked up): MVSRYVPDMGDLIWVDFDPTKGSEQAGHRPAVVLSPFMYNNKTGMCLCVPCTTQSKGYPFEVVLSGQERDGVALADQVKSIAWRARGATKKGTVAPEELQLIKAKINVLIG
PriA SSB inh = inhibitors of Klebsiella pneumoniae PriA binding to SSB C-terminal tail, primary screen, biochemical, AlphaScreen; AlphaScreen SSBct-PriA binding, biotinylated peptide; inhibition, % at 33 µM; actives 0.6% (n = 430,000); in the data active means inhibition mostly above about 37%, no sharp cut-off; inactive means mostly below about 20%;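 further: plate controls were negative control peptide for no effect and reference peptide for full effect; strong numbers were not always called active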
3CLpro inhibitor = SARS-CoV 3CLpro protease inhibitors, primary screen, biochemical, quenched FRET; Replicase polyprotein 1ab (Severe acute respiratory syndrome coronavirus), P0C6X7; AID 1706, 2009; actives 0.14% (n = 290,000); recombinant SARS-CoV 3CLpro, quenched FRET peptide cleavage; inhibition, % at 6 µM; in the data active means inhibition above about 12%
BoNT-A LC inh2 = BoNT/A light chain protease inhibitors, primary screen, biochemical, flow cytometry, MLPCN library; actives 0.17% (n = 360,000); AID 588499, 2011; inhibition, % at 10 µM; Botulinum neurotoxin type A light chain protease (Clostridium botulinum A str. ATCC 3502); multiplex microsphere protease substrate cleavage; further: plate controls were buffer without enzyme for full effect and enzyme alone for no effect
BoNT-F LC inh = BoNT/F light chain protease inhibitors, primary screen, biochemical, flow cytometry, MLPCN library | Multiplex microsphere protease cleavage assay | actives 0.22% (n = 360,000) | inhibition, % at 10 µM; in the data active means inhibition above about 35%, passing the limit was not always enough; inconclusive means no clear call, values can overlap the other calls; further: plate controls were buffer without enzyme for full effect and enzyme alone for no effect
Rv3671c protease = Rv3671c serine protease inhibitors, primary screen, biochemical, fluorescence polarization, M. tuberculosis H37Rv; actives 0.048% (n = 320,000); inhibition, % at 5.96 µM; in the data active means inhibition above about 38%;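 further: extracellular domain of Rv3671c used as enzyme; 0% = enzyme with DMSO and 100% = no enzyme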
VHR inh abs = VHR1 phosphatase inhibitors, primary screen, biochemical, absorbance, uHTS; actives 0.52% (n = 290,000); inhibition, % at 13.3 µM; recombinant VHR phosphatase, pNPP absorbance; in the data active means inhibition above about 50%; further: some compounds called inactive have numbers as strong as hits
* marks the source's active call; other numbers are inactive results; ? = inconclusive; . = no result given; & = joins results of further samples. Unless noted, no stated cut-off is given here; in the data, active means inhibition above about 30%; inconclusive means no clear call, values can overlap the other calls; inactive means below that.

The line under a structure holds: VHR inh abs	Anthrax LF prot	MazEF act	BoNT-A LC inh2	PrPC TRFRET	3CLpro inhibitor	PriA SSB inh	CCHF vOTU inh	Rv3671c protease	BoNT-F LC inh
- CCn1c(SCC(=O)Nc2ccc3c(c2)OCCO3)nnc1C1CC1
  10	-1	9	1.6	1	0	-8	-21	2	8
- Fc1ccc(NCc2n[nH]c(=S)n2Cc2ccccc2)cc1
  0	1	2	0.3	2	4	-2	4	-5	1
- O=C(O)CCC(=O)Nc1cccc(-c2nnc(-c3ccccc3)o2)c1
  8	6	9	-0.9	10	-4	8	12	1	2
- CC(C)C(=O)NC(=S)Nc1ccc(S(=O)(=O)N(C)Cc2ccccc2)cc1
  11	-1	-3	-0.5	6	-1	-7	20	-11	-3
- CCN1CCN(S(=O)(=O)c2ccc(Cl)c(C(=O)N(C)Cc3cccs3)c2)CC1
  .	5	7	0.3	1	.	-2	20	-2	-5
- CCc1nc(N2CCCC(C)C2)c2oc3ccccc3c2n1 (centres undefined)
  -8	-2	-10	-1.3	-3	-5	-48	3	-10	-3
- O=C(Nc1n[nH]c(=S)s1)c1ccco1
  -2	-2	2	-0.8	-5	0	1&-1	9	7	-8
- COC(=O)c1c(C)cc(OC(C)=O)c(C)c1OC(C)=O
  4	0	-3	0.3	-1	4	-15	-8	2	1
- Cc1ccc(OCC(=O)N(Cc2ccccc2)c2c(N)n(Cc3ccccc3)c(=O)[nH]c2=O)c(C)c1
  .	1	-6	0.4	-4	.	-4	-11	8	7
- COc1ccc(NC(=S)NNC(=O)c2ccco2)c(OC)c1
  26	2	4	-2.4	6	1	-13	-1	1	-7
- O=C(N1CCCC1)n1c(Cc2ccccc2)nc2ccccc21
  10	6	11	0.4	3	-7	-5	-19	3	-4
- N#Cc1nnn(-c2cc(Cl)cc(Cl)c2)c1N
  18	4	9	-0.7	1	0	1	-6	6	-4
- Cc1cccc(C)c1NC(=O)c1c(O)c2ccccc2[nH]c1=O
  -4	8	-3	1.2	3	5	-4	-9	2	6
- Cc1[nH]n(-c2ccc(Cl)cc2)c(=O)c1/C=N/n1c(C)nc2ccccc2c1=O
  40	0	-9	0.0	-7	0	.	4	-20	-11
- CCOc1cc(C(=S)N2CCOCC2)ccc1OC
  16	2	7	-2.7	1	2	-1	3	-3	-21

Brought forward from above: three compounds, followed by the next part.
The line under a structure holds: VHR inh abs	Anthrax LF prot	MazEF act	BoNT-A LC inh2	PrPC TRFRET	3CLpro inhibitor	PriA SSB inh	CCHF vOTU inh	Rv3671c protease	BoNT-F LC inh
- Cc1cccc(C)c1NC(=O)c1c(O)c2ccccc2[nH]c1=O
  -4	8	-3	1.2	3	5	-4	-9	2	6
- Cc1[nH]n(-c2ccc(Cl)cc2)c(=O)c1/C=N/n1c(C)nc2ccccc2c1=O
  40	0	-9	0.0	-7	0	.	4	-20	-11
- CCOc1cc(C(=S)N2CCOCC2)ccc1OC
  16	2	7	-2.7	1	2	-1	3	-3	-21
- COc1cccc(Oc2nc3ncn(Cc4ccccc4)c3c(=O)n2C)c1
  10	0	5	-0.4	-5	-3	-12	-4	2	-3
- CC(=O)c1c(C)[nH]c(C(=O)COC(=O)c2c(C)noc2C)c1C
  .	.	-1	.	3	.	6	-7	2	.
- O=C(N/N=C(\Cc1ncc[nH]1)c1ccccc1)c1ccccc1
  12	.	.	.	7	7	.	-2	8	.
- COc1cccc(CNC(=O)C2CCC(CNc3c(N4CCC(C)CC4)c(=O)c3=O)CC2)c1 (centres undefined)
  18	6	8	0.5	8	1	-10	20	9	-2
- CC(=O)NS(=O)(=O)c1ccc(NC(=O)c2ccccc2F)cc1
  -12	-3	1	-1.4	-3	-5	-11	-2	0	-2
- CCCN1CCc2cc(O)cc3c2[C@H]1Cc1ccc(O)c(O)c1-3
  .	-37	11	-1.9	-12	.	26	2	-11	-65
- Cc1cccc(NC(=S)NCCN2CCOCC2)c1C
  3	-1	4	-1.1	-1	-2	-12	0	-4	-6
- O=C(NCc1cccc(Cl)c1)c1ccc2c(c1)OCO2
  -1	1	3	?	1	6	-6	-7	-1	0
- COc1ccccc1CNC(=O)c1ccc(OCc2c(C)noc2C)c(OC)c1
  -18	2	-2	-1.7	-2	3	-1	8	-9	-28
- O=C(COC(=O)c1ccc(O)cc1)Nc1ccc2[nH]c(=O)[nH]c2c1
  .	3	-3	2.5	-5	.	6	8	-1	-1
- Cc1ccccc1NS(=O)(=O)c1cc(C(=O)Nc2cccc([N+](=O)[O-])c2)ccc1C
  -8	-3	36	-0.5	6	3	4	0	-179	-4
- O=C(NCc1ccco1)c1ccc(Br)s1
  -15	0	0	0.1	-10	-4	8	11	5	-7
- Nn1c(SCC(=O)Nc2ccc(F)cc2)nnc1C1CCCCC1
  4	-5	5	?	1	2	-10	-1	2	3
- N#CCC(=O)Nc1sc2c(c1C(N)=O)CCCC2
  18	-8	-2	-0.8	4	-2	-11	9	-10	-5
- Cc1ccc(Nc2nc(OC(C(F)(F)F)C(F)(F)F)nc(N3CCOCC3)n2)cc1
  32	-3	5	-0.5	-3	1	-5	4	2	-7
- CCOP(=O)(OCC)/C(C#N)=C/c1ccc([N+](=O)[O-])cc1
  27	-19	3	-8.4	-5	5	-5	-11	-5	?
- CCc1nnc(NC(=O)CCC(=O)N2CCN(CCOc3ccc(C)cc3)CC2)s1
  29	-2	3	-1.2	6	-3	-9	13	-2	-7
- CC(=O)c1ccc(N2CCC(c3cc(-c4ccc(Cl)cc4Cl)n[nH]3)CC2)c([N+](=O)[O-])c1
  35	-18	2	?	10	9	12	13	-34	19
- COc1ccc(CSc2nc3ccccc3c(=O)n2CCCN2CCOCC2)cc1F
  24	-5	0	-0.3	1	4	15	7	-1	0
- CCN(CC)C(=O)C1=C(C)N(CCCN2CCCC2=O)C(=O)C(CC(=O)NCCCN(C)C)C1 (centres undefined)
  .	-5	4	-0.2	0	.	.	-2	.	0
- Cn1cnnc1SCC(=O)Nc1sccc1C#N
  22	3	2	-0.5	0	-1	-16	-2	-2	4
- O=C(CCCCn1c(=O)[nH]c2ccccc2c1=O)N1CCN(c2ncccn2)CC1
  -4	1	18	0.4	-4	2	-5	-2	2	0
- COc1cccc(Nc2nc(C(N)CCc3ccccc3)cs2)n1 (centres undefined)
  .	-11	.	-0.2	-15	.	.	-6	.	-17
- CC(=O)c1c(C)[nH]c(C(=O)Nc2nc(-c3ccc(-c4ccccc4)cc3)cs2)c1C
  8	-1	-10	0.4	5	0	1	1	-168	5
- COC(=O)C1=C2SCC(=O)N2C(N)=C(C#N)C1
  -1	9	-16	-1.8	4	2	-5	-7	0	?
- COc1cc2c(cc1OC)CN(C1CC(=O)N(c3c(C)cccc3C)C1=O)CC2 (centres undefined)
  -10	-2	4	-0.4	5	3	-4	19	-7	-3
- Cc1c(NC(=O)COc2ncnc3c(Cl)cc(Cl)cc23)c(=O)n(-c2ccccc2)n1C
  6	-9	3	3.8	8	-4	-23	13	4	20
- CCOC(=O)/C(C#N)=C/Nc1ccccc1OC(F)(F)F
  24	2	-1	0.7	7	8	.	12	4	6
- CC1=C(C(=O)OCc2ccccc2)C(c2ccccn2)c2c(n(C)c(=O)n(C)c2=O)N1 (centres undefined)
  22	1&-4	4&6	-0.5&-0.1	8&-3	-6	-1	-6&2	-4	-4&8
- Cc1c(C)n(CC(O)CN2CCN(C)CC2)c2ccccc12 (centres undefined)
  4	2	9	-0.5	6	-2	-11	-10	1	3
- O=C(NNC(=S)Nc1ccc(Br)cc1)c1ccccc1
  14	-2	4	0.8	9	0	7	21	.	-10
- CCOC(=O)c1ccccc1NC(=O)CN(c1ccccc1)S(=O)(=O)N(C)C
  -13	-7	-3	0.0	3	2	-24	-3	0	2
- Cc1nc2sc(-c3ccccc3)cc2c(=O)n1-n1cccc1
  33	3	0	-0.2	-13	-5	-4	-6	-16	-5
- Cc1sc(NC(=O)Cc2ccc3c(c2)OCO3)nc1-c1ccc2c(c1)CCN2C(=O)c1cccc(F)c1
  4	-2	4	-0.7	12	1	-4	17	-29	1
- CC(C)(C)c1ccc(NC(=O)CC2(C(F)(F)F)OCCO2)cc1
  7	5	-5	2.8	5	-4	-5	6	-5	11
- CCc1ccc(S(=O)(=O)NCCc2cn3ccc(C)cc3n2)s1
  -11	-2	11	0.2	-7	6	2	-17	1	-3
- C=CCn1c(=O)c2ccccc2n2c(SCc3c(C(=O)OCC)oc4ccccc34)nnc12
  1	-21	2	11	-4	.	0	-6	0	14
- COC(=O)CN(c1cc(Cl)ccc1OC)S(=O)(=O)c1ccc(OC)c(OC)c1
  -8	5	-1	3.0	-3	0	-4	3	-2	9
- COC(=O)c1cc(C(=O)c2cccc(Cl)c2Cl)cn1C
  12	-11	7	0.5	2	-6	-15	8	-5	-10
- CCOc1ccc(NC(=O)C2CCN(S(=O)(=O)c3ccc4c(c3)N(C(C)=O)CCO4)CC2)cc1
  -8	-2	7	-1.5	1	-2	0	14	5	-4
- O=C1CN(C(=O)CNCc2ccccc2)c2ccccc2N1
  52*	-5	-7	-1.8	-4	0	-17	16	-5	1
- COc1ccccc1OCCNC(=O)C1CC(=O)N(c2cccc(SC)c2)C1 (centres undefined)
  .	6	-22	1.0	-5	.	21	9	-2	8
- CCn1nc(C)c(/C=N\NC(=O)c2cccc(OC)c2)c1C
  -5	-3	-5	-1.7	5	1	.	-6	-3	-10

Screens from PubChem BioAssay.

These rows are one share of the data; the hit share may differ from the screen's.
